Source: PubChem (Broad Institute)
CASP6 VEID inh: human caspase-6 inhibitors, primary screen, biochemical, VEID-R110 fluorescence, single point, set 2. P55212. inhibition, % at 12.5 µM. purified caspase-6, Z-VEID-R110 cleavage fluorescence. AID 686996, 2013. 350,000 compounds, 0.53% hits;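 active = mean inhibition across replicates at least about 35%, with every replicate also reaching that limit, limit read from the data; inconclusive = only one of the two criteria met; inactive = neither criterion met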;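 also: 0% = median of neutral control wells and 100% = no fluorescence left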
Target sequence (P55212 24-179 limits assumed): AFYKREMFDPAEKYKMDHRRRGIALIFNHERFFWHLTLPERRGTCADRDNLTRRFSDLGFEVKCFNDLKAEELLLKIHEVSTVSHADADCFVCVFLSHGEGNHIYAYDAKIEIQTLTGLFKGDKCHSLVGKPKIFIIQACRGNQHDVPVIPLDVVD
Target sequence (P55212 194-293 limits assumed): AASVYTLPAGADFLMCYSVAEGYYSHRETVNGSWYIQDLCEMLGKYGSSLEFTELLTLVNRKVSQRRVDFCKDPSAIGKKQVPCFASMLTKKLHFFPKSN
XiGFP reactiv: activators of inactive X chromosome reactivation, primary screen, imaging, XiGFP fibroblasts, GFP high-content imaging, set 2 | activation, % at 7.58 µM | 360,000 compounds, 0.055% hits | XiGFP mouse fibroblasts, % GFP-positive cells imaging, 3 d; cells co-treated with 5-aza-dC sensitizer; scaled so ellipticine positive control = 100% | AID 743238, 2013;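 active = mean normalized replicate activation at least 10% and every replicate at or above 10%; inconclusive = only one of the two criteria met; inactive = mean below 10% and not all replicates reach 10%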;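 also: 0% = median of on-plate neutral control wells and 100% = ellipticine 6 µM median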
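System: XiGFP fibroblasts, SV40-immortalized. Medium: DMEM plus 5-aza-dC sensitizer. Doses: single point. Timing: 3 d treatment, 15 min room-temperature fixation. Control set: ellipticine 6 µM.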
F508del corr: F508del CFTR correction, initial screen, CFBE line, single point; CFBE cells, YFP halide quenching; stimulated with forskolin plus potentiator P3; % fluorescence drop versus neutral controls; activity (quench increase), % at 7.58 µM; 350,000 compounds, 0.36% hits; AID 720511, 2013;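 active = mean added fluorescence quench of at least 8% versus neutral control, with both replicates also reaching 8%; inconclusive = only one of the mean or replicate conditions met; inactive = mean below 8% and not both replicates reaching 8%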;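 also: cells transiently co-express mutant CFTR-F508del with the halide-sensitive YFP; corrector assay measuring rescue of mutant channel to the surface after 24 h compound exposure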
DENV2 CPE rescue: inhibitors of DENV2 cytopathic effect, primary screen, cell-based, plate reader, single concentration | DENV2-infected cells, cytopathic effect rescue | CPE inhibition, % at 9.99 µM | 350,000 compounds, 1.7% hits | AID 651640, 2012; in the data active = CPE inhibition above about 20%, passing the limit was not always enough; inconclusive = no clear call, values can overlap the other calls; tested in BHK-21 cells;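 also: 0% = median of neutral control wells and 100% = median of positive control wells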
E-selectin induc: E-selectin induction in HUVECs, primary screen, imaging, HUVEC, immunofluorescence imaging, single point | P16581 | normalized: neutral wells 0, TNF-alpha wells 100 | activation, % at 7.58 µM | 260,000 compounds, 0.37% hits | AID 686992, 2013;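 active = mean E-selectin-positive cell signal at least 10% of the positive control, reached in at least 60% of replicates, without over 20% cell loss; inconclusive = no rule given, readout overlaps actives, possibly toxicity-flagged; inactive = the rest, including those meeting only one limit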;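 also: in these data hits start at about 27%; measured in HUVEC primary endothelial cells; signal is the percent of cells scored E-selectin positive by PE staining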
Target sequence (P16581 whole entry, looked up): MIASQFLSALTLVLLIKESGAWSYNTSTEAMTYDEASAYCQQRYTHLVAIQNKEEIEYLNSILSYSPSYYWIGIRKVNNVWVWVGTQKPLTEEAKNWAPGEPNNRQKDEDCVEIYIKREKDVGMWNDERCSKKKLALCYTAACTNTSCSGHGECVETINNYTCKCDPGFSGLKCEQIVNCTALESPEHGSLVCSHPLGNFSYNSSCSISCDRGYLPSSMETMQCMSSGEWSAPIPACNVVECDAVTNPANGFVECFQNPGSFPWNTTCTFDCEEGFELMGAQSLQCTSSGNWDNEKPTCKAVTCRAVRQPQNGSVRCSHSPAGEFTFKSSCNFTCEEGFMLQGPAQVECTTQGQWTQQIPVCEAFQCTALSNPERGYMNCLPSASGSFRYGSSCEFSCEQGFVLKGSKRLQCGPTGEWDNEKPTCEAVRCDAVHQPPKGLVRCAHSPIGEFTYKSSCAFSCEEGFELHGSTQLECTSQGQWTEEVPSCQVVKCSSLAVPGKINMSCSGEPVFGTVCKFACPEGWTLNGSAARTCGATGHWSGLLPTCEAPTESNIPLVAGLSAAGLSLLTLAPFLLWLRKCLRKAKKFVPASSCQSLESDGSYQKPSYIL
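Test system: HUVEC | Signal: Immunofluorescence imaging | Read-out: Percent E-selectin-positive cells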
RAD54 branch: inhibitors of human RAD54 branch migration, primary screen, biochemical, fluorescence, single point. inhibition, % at 10.4 µM. RAD54 Holliday junction branch migration, FAM/BHQ fluorescence. 360,000 compounds, 0.14% hits;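 active = mean normalized replicate activity at least 40 and at least half of replicates scoring 40 or more; inconclusive = only one of the two criteria met; inactive = mean below 40 and under half of replicates reaching 40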;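 also: 0% = median of neutral control wells and 100% = median of positive control wells; inhibitors cause a drop in the FAM fluorescence signal; in these data hits start at about 50%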
INS-1E GSIS act: GLuc luminescence reporter in INS-1E cells, primary screen for activators of glucose-dependent secretion of insulin; INS-1E GLuc reporter insulin secretion, 2-3 h; AID 743287, 2014; 370,000 compounds, 0.61% hits; activation, % at 16.6 µM;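 active = lowest replicate activation of at least 40%, so every replicate reaches that level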;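 also: 0% = median of neutral control wells and 100% = median of IBMX positive control wells; some compounds called inactive have numbers as strong as hits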
RAD52 inh: RAD52 DNA annealing inhibitors, primary screen, biochemical, FRET, single point, set 2 | recombinant RAD52 DNA annealing, FRET fluorescence | inhibition, % at 18.7 µM | DNA repair protein RAD52 homolog (Homo sapiens), P43351 | 360,000 compounds, 0.46% hits;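 active = every replicate showing at least 50% inhibition; inconclusive = mean inhibition at least 50% but not in every replicate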
An asterisk follows results filed as active; ? = inconclusive; . = no result given.

Below each SMILES – CASP6 VEID inh, XiGFP reactiv, F508del corr, DENV2 CPE rescue, E-selectin induc, RAD54 branch, INS-1E GSIS act, RAD52 inh
[1] Cc1cc(=O)oc2cc(OCCCC[n+]3ccccc3)ccc12
  -10, -0.1, 0.3, 3, 6.6, ., 3, 4
[2] C/C(=N/NS(=O)(=O)c1ccc(Cl)cc1)c1ccc2c(c1)OCO2
  -1, -0.1, 2.6, -2, ., -8, 5, -3
[3] O=C(/C=C/c1ccc(S(=O)(=O)N2CCOCC2)cc1)OCC(=O)c1ccc([N+](=O)[O-])cc1
  1, 0.0, -5.5, 0, 0.0, 4, 6, -13
[4] CC(C)CC#Cc1ccc2c(c1)O[C@H](CN(C)Cc1ccncc1)[C@@H](C)CN([C@H](C)CO)S2(=O)=O
  2, -0.7, -0.5, 8, 0.9, -1, -33, -3
[5] COc1ccc(C(=O)c2c(C)oc3ccc(O)cc23)cc1
  5, 0.0, 0.5, -8, 0.2, -1, ., 6
[6] CCC(C)n1nnc2c(=O)oc3ccccc3c21 (stereo not drawn)
  1, ., -1.0, 2, ., 1, -15, -20
[7] CN(C(=O)c1ccc(NC(=O)Cc2cccc(NC(=O)C3CCN(C(=O)C4CCCCC4)CC3)c2)cc1)C1CCCC1
  3, 0.0, -0.7, ., -0.1, -9, ., -7
[8] Cc1ccccc1C(=O)NNC(=O)CCCCC(=O)NNC(=O)c1ccccc1C
  0, 0.2, 1.2, 0, -0.2, ., -5, -11
[9] C/C=C/c1ccc([C@@H]2[C@@H](CO)N(C(=O)NCCC)[C@H]2CN(C)C(=O)CC)cc1
  ., 0.2, 1.1, 78*, 0.0, -2, -9, .
[10] CC(C)CN1CCC(=O)N([C@H](COc2ccccc2)Cc2ccccc2)CC1
  -2, -0.1, 2.1, -4, -0.2, -2, -5, -4
[11] CCOc1ccc(N(CC(=O)NC2CCCC(C)C2C)S(=O)(=O)c2c(C)noc2C)cc1 (stereo not drawn)
  -1, 0.0, -0.2, 26*, ., 9, -3, -17
[12] O=C(CCN1C(=O)/C(=C\c2cccs2)SC1=S)NC1=NCCS1
  2, 0.2, -0.9, -3, 0.4, 1, -5, -52
[13] CO[C@@H]1CN(C)C(=O)c2cc(NC(=O)c3ccc(F)cc3)ccc2OC[C@H](C)N(C(=O)CC2CC2)C[C@@H]1C
  ., 0.1, -1.3, ., 0.2, ., -2, .
[14] CCC(=O)Nc1ccc2c(c1)C(=O)N(C)[C@H]1CC[C@H](CC(=O)Nc3ccccc3OC)O[C@@H]1CO2
  4, 0.2, 1.2, -4, 0.2, 8, 5, 15
[15] CCCNC(=O)C/C(C)=N/NC(=O)COc1ccc(C)cc1Br
  1, -0.1, -0.8, -18, ., -3, -1, -12

(cont.)
Below each SMILES – CASP6 VEID inh, XiGFP reactiv, F508del corr, DENV2 CPE rescue, E-selectin induc, RAD54 branch, INS-1E GSIS act, RAD52 inh
[16] C[C@@H]1CN([C@H](C)CO)C(=O)c2cc(NC(=O)Nc3cccc4ccccc34)ccc2O[C@@H](C)CCCCO[C@H]1CN(C)C(=O)c1ccccc1
  1, -0.1, -5.0, 2, 0.3, 2, 11, -18
[17] CC(C)(C)C(=O)CC1(O)C(=O)N(Cc2ccccc2)c2ccccc21 (stereo not drawn)
  0, ., -1.3, 1, ., 5, -5, -17
[18] Cc1ccc(C2SCC(=O)N2Cc2ccccc2)cc1 (stereo not drawn)
  -1, 0.5, -2.2, -2, 0.2, -12, -16, -11
[19] COc1cccc2c(=O)n(CC(=O)N3CCc4ccccc43)ccc12
  -2, 0.1, -5.8, -2, ., -8, -12, -8
[20] COc1ccc(C)cc1NC(=O)C1CCN(S(=O)(=O)c2ccc3c(c2)NC(=O)CO3)CC1
  -2, 0.0, -0.4, -6, ., 2, -14, -13
[21] Cc1ccc2nc(-c3ccccn3)[nH]c2c1
  1, 0.3, -0.9, -4, 0.3, 3, 14, -11
[22] C[C@H]1CN([C@@H](C)CO)C(=O)c2cccc(NS(C)(=O)=O)c2O[C@@H]1CN(C)Cc1ccccc1
  -1, -0.1, -2.1, 11, -0.3, -5, 6, 4
[23] COc1ccc(N(CC(=O)NCCc2ccccc2)C(=O)c2csnn2)cc1
  -2, 0.4, -0.5, -1, ., 2, 0, -3
[24] CCC(=O)Nc1ccc2c(c1)C(=O)N(C)[C@H]1CC[C@H](CC(=O)NCCN3CCCCC3)O[C@H]1CO2
  3, 0.1, 0.5, -6, 0.1, -2, 1, 14
[25] CCOC(=O)c1ccc(OC)c(OC)c1Cl
  -1, 0.0, 1.1, -1, 0.7, ., ., -10
[26] COc1cc(/C=C2/CC(C)OC2=O)c([N+](=O)[O-])cc1OC (stereo not drawn)
  4, 0.0, 1.1, -1, ., -2, -2, 2
[27] CCOC(=O)C1(c2ccccc2)SC(C(=O)OCC)(c2ccccc2)S1 (stereo not drawn)
  0, 0.1, 4.9, 1, ., -7, ., 1
[28] C[C@@H]1ON(C)[C@H]2C[C@H]3c4[nH]c5cccc(-c6cccc(F)c6)c5c4CCN3C(=O)[C@@H]12
  3, 0.6, -2.2, 4, 0.3, ., -21, -35
[29] CNc1ccc(Cl)cc1S(=O)(=O)c1ccccc1[N+](=O)[O-]
  1, -0.1, 7.1, -15, 0.1, ., 0, -8
[30] OC(c1ccc(F)c(F)c1)c1ncc(-c2cccc(C(F)(F)F)c2)[nH]1 (stereo not drawn)
  8, 0.0, -4.7, -5, 0.3, -13, -48, -32

More records
Below each SMILES – CASP6 VEID inh, XiGFP reactiv, F508del corr, DENV2 CPE rescue, E-selectin induc, RAD54 branch, INS-1E GSIS act, RAD52 inh
[31] Cc1ccc(C2(c3noc(CN(C)CC4COCCO4)n3)CCCC2)cc1 (stereo not drawn)
  0, 0.0, 0.6, 2, -0.1, ., ., -5
[32] C[C@H](CO)N1C[C@H](C)[C@H](CN(C)C(=O)C2CC2)Oc2ncc(C#CC3CCCC3)cc2C1=O
  2, 0.2, -1.5, -1, -0.1, 3, -1, -4
[33] CCc1ccc(-c2nc(CS(=O)CC(=O)NCc3ccco3)c(C)o2)cc1 (stereo not drawn)
  12, 0.0, -0.8, 0, 0.6, 3, 2, -20
[34] CCCNC(=S)N1CCC(Cc2ccccc2)CC1
  -3, 0.0, 1.1, 3, -0.3, -1, -40, -5
[35] CCc1ccccc1NC(=O)CNCC(=O)Nc1ccccc1CC
  -6, 0.1, -1.7, -5, ., 4, -15, -7
[36] CC(c1ccon1)N(C)Cc1cn(C)nc1-c1cccc(Cl)c1 (stereo not drawn)
  -1, 0.1, 2.7, 6, ., ., 10, -6
[37] COc1ccccc1-c1cn(CC[C@@H]2CC[C@H](NC(=O)C3CCCC3)[C@@H](CO)O2)nn1
  0, 0.0, -0.9, 1, -0.1, ., 3, 5
[38] C[C@H](CO)N1C[C@H](C)[C@H](CN(C)C(=O)Nc2ccc(C(F)(F)F)cc2)Oc2ccc(NC(=O)C3CC3)cc2C1=O
  -1, 1.6, -1.0, 9, 0.2, -4, -5, 9
[39] CO[C@@H](CN(C)Cc1ccc2c(c1)OCO2)[C@@H](C)CN(C(=O)Nc1ccc(F)cc1)[C@@H](C)CO
  -2, 0.2, -1.3, -2, -0.1, -4, -6, -11
[40] C[C@@H]1CN([C@H](C)CO)S(=O)(=O)c2ccc(C#CCC3CCCC3)cc2O[C@H]1CN(C)C(=O)CC1CC1
  0, -0.1, 1.9, 9, ., -4, 9, 11
[41] CCOc1ccccc1OCCC(=O)N1CCN(S(=O)(=O)c2ccccc2[N+](=O)[O-])CC1
  5, 0.0, -0.4, -1, ., -2, -11, -3
[42] COc1cccc(-c2cn(CC[C@H]3CC[C@@H](NS(=O)(=O)c4ccccc4Cl)[C@@H](CO)O3)nn2)c1
  0, 0.4, -2.7, -2, -0.2, -2, 0, -27
[43] CCCCOc1cccc(C(=O)Nc2ccc(S(=O)(=O)Nc3nnc(CC)s3)cc2)c1
  7, 0.0, -1.8, -6, ., 1, 16, -8
[44] CC(C)NC(=O)N(C)C[C@H]1OCCCC[C@@H](C)Oc2ccc(NC(=O)c3ccccc3)cc2C(=O)N([C@H](C)CO)C[C@@H]1C
  1, -1.0, -0.7, -3, 1.0, 14, 3, -6
[45] CCN(CC)S(=O)(=O)c1ccc(Cl)c(C(=O)NCc2ccco2)c1
  -2, 0.2, 5.6, -2, ., ., -6, -15

Continuation.
Below each SMILES – CASP6 VEID inh, XiGFP reactiv, F508del corr, DENV2 CPE rescue, E-selectin induc, RAD54 branch, INS-1E GSIS act, RAD52 inh
[46] COc1cccc(S(=O)(=O)N2C[C@H](O)COC[C@@H]3O[C@H](CC(=O)Nc4ccccc4)CC[C@H]32)c1
  5, 0.0, -2.4, 6, 0.0, 0, 2, -4
[47] CC(C)C(=O)N1CCN(c2ccccc2NC(=S)NC(=O)c2cccs2)CC1
  -2, 0.1, 3.0, -7, -0.5, 5, -4, -9
[48] CS(=O)(=O)c1ccc(Cl)c(NC(=O)COC(=O)Cc2c[nH]c3ccccc23)c1
  0, -0.7, -3.8, ?, -0.6, 15, 52*, -5
[49] Cc1ccc(NC(=S)N(CCN2CCOCC2)Cc2cc3cc4c(cc3[nH]c2=O)OCO4)cc1
  -2, -0.1, 0.6, 7, -1.3, ., ., -32
[50] Cc1noc(C)c1NC(=O)Nc1ccc2c(c1)C(=O)N([C@H](C)CO)C[C@@H](C)[C@H](CN(C)C(=O)Nc1ccc3c(c1)OCO3)OCCCC[C@@H](C)O2
  1, 0.3, 0.4, 5, -0.1, -5, -9, 3
[51] COc1ccc(NC(=O)N(C)C[C@H]2Oc3c(NC(=O)c4cnccn4)cccc3C(=O)N([C@H](C)CO)C[C@H]2C)cc1
  2, -0.9, -0.6, 5, ., 0, 19, -10
[52] CCN(CC(=O)Nc1cc(Cl)ccc1C)C(=O)COc1cccc2c1OC(C)(C)C2
  4, 0.0, -0.1, 19, -0.3, 6, -29, 0
[53] COc1ccc(Cc2nnc(SCC(=O)Nc3c(C)cccc3C)[nH]c2=O)cc1
  1, 0.0, -0.9, -8, -2.5, -1, 3, -10
[54] CCCNC(=O)Nc1ccc2c(c1)OC[C@@H](C)N(Cc1ccncc1)C[C@@H](C)[C@@H](OC)CN(C)C2=O
  -2, -0.1, -1.4, -3, 0.5, 9, 9, 6
[55] Cc1cccc(C(=O)Nc2nnc(C3=COCCO3)o2)c1
  6, -0.1, 2.1, 0, -0.9, ., ., 9
[56] CC(c1nnc(SCC(=O)Nc2sccc2C#N)n1-c1ccc(Cl)cc1)N(C)C (stereo not drawn)
  2, ., ., ., ., -4, -13, -11
